High-throughput results from PubChem.
ERAP1 inh: blocks human ERAP1 aminopeptidase activity; Q9NZ08; recombinant ERAP1, Leu-AMC fluorescence, 60 min; inhibition, % at 10.7 µM; actives 0.15% (n = 340,000);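 active means mean replicate inhibition of at least 30%, or all replicates individually reaching that 30% level; inactive means mean below 30% and not every replicate reaching it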;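 further: 0% = neutral control wells and 100% = L-leucinethiol positive control wells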
Target sequence (Q9NZ08 whole entry, looked up): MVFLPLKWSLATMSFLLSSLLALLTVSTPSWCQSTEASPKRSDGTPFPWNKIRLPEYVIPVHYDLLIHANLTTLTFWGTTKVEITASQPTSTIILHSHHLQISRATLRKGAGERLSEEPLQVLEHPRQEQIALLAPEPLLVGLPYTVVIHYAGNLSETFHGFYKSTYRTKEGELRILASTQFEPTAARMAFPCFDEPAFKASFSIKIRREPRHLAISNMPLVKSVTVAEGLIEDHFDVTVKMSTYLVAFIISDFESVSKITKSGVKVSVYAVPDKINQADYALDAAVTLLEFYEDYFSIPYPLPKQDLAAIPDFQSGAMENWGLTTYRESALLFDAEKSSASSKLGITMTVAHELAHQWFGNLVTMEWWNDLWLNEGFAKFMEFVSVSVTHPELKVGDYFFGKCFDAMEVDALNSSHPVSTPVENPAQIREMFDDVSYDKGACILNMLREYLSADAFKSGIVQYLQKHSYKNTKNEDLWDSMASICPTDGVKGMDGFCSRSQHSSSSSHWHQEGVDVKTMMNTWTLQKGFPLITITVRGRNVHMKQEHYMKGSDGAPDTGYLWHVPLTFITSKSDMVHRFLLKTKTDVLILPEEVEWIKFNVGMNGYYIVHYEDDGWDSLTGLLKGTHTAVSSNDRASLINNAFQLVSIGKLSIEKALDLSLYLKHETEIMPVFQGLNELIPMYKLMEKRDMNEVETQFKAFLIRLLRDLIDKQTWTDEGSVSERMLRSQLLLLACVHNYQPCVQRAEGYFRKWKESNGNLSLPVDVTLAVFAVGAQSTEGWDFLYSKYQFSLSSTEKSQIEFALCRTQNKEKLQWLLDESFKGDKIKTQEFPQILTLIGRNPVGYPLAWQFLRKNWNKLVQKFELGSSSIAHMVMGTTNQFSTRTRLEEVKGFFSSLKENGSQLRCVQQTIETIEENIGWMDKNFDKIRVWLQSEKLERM
RAD54 branch: inhibitors of human RAD54 branch migration; Q92698; RAD54 Holliday junction branch migration, FAM/BHQ fluorescence; inhibition, % at 10.4 µM; actives 0.14% (n = 360,000); AID 602329;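 active means mean normalized replicate activity at least 40 and at least half of replicates scoring 40 or more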;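 further: 0% = median of neutral control wells and 100% = median of positive control wells; inhibitors cause a drop in the FAM fluorescence signal; in these data hits start at about 50%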
F508del corr: correctors of CFTR F508del function in bronchial epithelial cells; AID 720511; CFBE cells, YFP halide quenching; stimulated with forskolin plus potentiator P3; % fluorescence drop versus neutral controls; activity (quench increase), % at 7.58 µM; actives 0.36% (n = 350,000);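 active means mean added fluorescence quench of at least 8% versus neutral control, with both replicates also reaching 8%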;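 further: cells transiently co-express mutant CFTR-F508del with the halide-sensitive YFP; corrector assay measuring rescue of mutant channel to the surface after 24 h compound exposure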
ARNT TACC3 PPI: disrupts binding between human ARNT and TACC3. Q9Y6A5. AlphaScreen His-ARNT PAS-B/GST-TACC3 binding, luminescence; TACC3 fragment carries E629A point mutation. inhibition, % at 9.99 µM. actives 0.66% (n = 390,000). AID 623870;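 active means mean inhibition of replicates at least 50% and at least half of replicates each reaching 50%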;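 further: 0% = complete ARNT plus TACC3 wells and 100% = ARNT alone without TACC3; many hits fall short of the cut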
esBAF inh: SWI/SNF esBAF complex inhibition | mouse ES cells, Bmi1-luciferase knock-in reporter, 24 h; 100% = twice the neutral-well signal | reporter increase, % at 12.5 µM | actives 2% (n = 350,000) | AID 602393; in the data active means activation above about 40%;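 further: 0% = median of the plate's neutral control wells and 100% = double that signal; a rise in the Bmi1 reporter signal indicates esBAF inhibition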
RAD52 anneal inh: blocks human RAD52 DNA annealing; P43351; recombinant RAD52 DNA annealing, FRET fluorescence; inhibition, % at 18.7 µM; actives 0.46% (n = 360,000); AID 651710;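 active means every replicate showing at least 50% inhibition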
XiGFP reactiv: X-chromosome reactivation activator; XiGFP mouse fibroblasts, % GFP-positive cells imaging, 3 d; cells co-treated with 5-aza-dC sensitizer; scaled so ellipticine positive control = 100%; activation, % at 7.58 µM; actives 0.055% (n = 360,000);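 active means mean normalized replicate activation at least 10% and every replicate at or above 10%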;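 further: 0% = median of on-plate neutral control wells and 100% = ellipticine 6 µM median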
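Schedule: 3 d treatment, 15 min room-temperature fixation; system: 68-5-11 XiGFP fibroblast line; buffer or medium: DMEM plus 5-aza-dC sensitizer; control set: ellipticine 6 µM positive control; compound: one concentration, pinned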
GSIS activator: GLuc luminescence reporter in INS-1E cells, primary screen for activators of glucose-dependent secretion of insulin; actives 0.61% (n = 370,000); activation, % at 16.6 µM; INS-1E GLuc reporter insulin secretion, 2-3 h;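 active means lowest replicate activation of at least 40%, so every replicate reaches that level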;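 further: 0% = median of neutral control wells and 100% = median of IBMX positive control wells; some compounds called inactive have numbers as strong as hits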
* = called active by the depositor; / = no result given. Rows were taken by chance. Share with any hit: about 3.3%.

SMILES | ERAP1 inh | RAD54 branch | F508del corr | ARNT TACC3 PPI | esBAF inh | RAD52 anneal inh | XiGFP reactiv | GSIS activator
CCc1ccccc1NC(=S)N(CCN1CCOCC1)C1CCN(C(C)=O)CC1 | / | 13 | -0.4 | 1 | -2 | -6 | / | -12
CC(Cc1ccccc1)NC(=O)CCCN1C(=O)c2ccccc2C1=O (centres undefined) | 1 | -1 | 0.1 | -8 | -2 | -2 | 0.1 | 7
CCC(=O)N1[C@@H](CO)[C@@H]2c3ccccc3N(C(=O)c3ccncc3)C[C@@H]21 | 2 | 11 | -2.8 | -9 | 2 | -6 | 0.2 | 16
CC(=O)Nc1cccc(NC(=O)c2ccccc2OCc2c(C)noc2C)c1 | -2 | 2 | 1.3 | -4 | 10 | -16 | 0.0 | 9
COc1cc(C(=O)N2CCN(S(=O)(=O)c3cc(C)ccc3C)CC2)ccc1OCC(=O)N1CCOCC1 | 0 | 4 | 0.7 | -3 | 3 | -6 | 0.0 | -16
Cc1c(Cc2ccccc2)c(=O)oc2c(C)c(OCC(=O)NCC3CCC(C(=O)O)CC3)ccc12 (centres undefined) | -2 | 0 | -0.6 | -3 | -2 | -2 | / | 7
CC1=C(C)CC(C(=O)NCc2ccccc2F)C(C(=O)O)C1 (centres undefined) | -1 | 3 | -6.4 | -46 | -3 | -3 | 0.0 | 3
COc1cc(/C=C/C(=O)OCC(=O)c2ccc3c(c2)NC(=O)CO3)ccc1OC(F)F | 37* | 6 | 1.9 | 5 | 2 | -3 | 0.0 | 20
CCCN(C)C[C@H]1Oc2cc(C#CC3CCCCC3)ccc2S(=O)(=O)N([C@H](C)CO)C[C@@H]1C | / | / | -0.7 | / | 2 | / | 0.0 | 9
CO[C@@H]1CN(C)C(=O)c2cc(NC(=O)NC3CCCCC3)ccc2OC[C@H](C)N(CC2CCOCC2)C[C@@H]1C | -2 | -2 | -0.8 | / | -3 | 10 | 0.3 | 13
CSc1cccc(NC(=O)CN(C)S(=O)(=O)c2ccccc2)c1 | -3 | 2 | 0.1 | -18 | 1 | -10 | / | -1
O=C(C[C@@H]1CC[C@@H]2[C@H](COC[C@H](O)CN2C(=O)c2ccccc2)O1)Nc1ccc(-c2ccccc2)cc1 | 0 | 10 | 0.5 | -7 | 1 | 5 | 0.1 | -18
CCN(CC(=O)Nc1ccc(OC)cc1)CC(=O)Nc1cccc(C#N)c1 | -1 | 3 | -1.6 | -4 | 7 | -8 | -0.1 | 5
COc1ccc(NC(=O)C2CC(=O)OC2(C)C)cc1 (centres undefined) | / | 2 | / | -3 | 2 | / | / | 4
O=C(NCc1ccco1)/C(=C/C=C\c1ccccc1)NC(=O)c1ccc(Br)o1 | 8 | / | / | 0 | / | -20 | 0.0 | /
O=C(CSc1cn[nH]n1)Nc1ccc(Cl)cc1Cl | -2 | -4 | 3.4 | -4 | 6 | -5 | -0.1 | -9
CCOC(=O)c1sc(=NC(=O)c2ccc(Cl)s2)n(C)c1C | 2 | / | 0.3 | -7 | / | -3 | 0.4 | -3
COc1ccc(NC(=O)CSc2nnc(NC(=O)C3CC3)s2)cc1OC | 0 | 2 | -0.3 | -1 | -1 | -29 | 0.3 | 24
COc1ccccc1N(CC(=O)NCCSC(C)(C)C)S(C)(=O)=O | -1 | 14 | -3.6 | -3 | 5 | -8 | / | 42
COc1ccccc1C(=O)NCCCNc1ccc([N+](=O)[O-])cc1 | -4 | / | 1.5 | -20 | / | 2 | 0.1 | -3
CCN(CC(=O)NCc1cccs1)C(=O)c1cccc(S(=O)(=O)Nc2cccc(C)c2)c1 | -7 | -9 | 0.0 | -3 | -1 | -9 | 0.1 | -19
COc1cc(CN(C(=S)NCC(=O)NC2CC2)C2CCCC2)cc(OC)c1OC | -4 | 0 | 0.2 | -2 | / | -14 | 0.1 | 4
CC(C)C[C@H](NC(=O)[C@@H]1Cc2ccccc2CN1)C(=O)Nc1ccc(C(C)C)cc1 | -2 | -2 | 0.3 | 6 | -6 | -26 | 0.3 | -14
COC(=O)c1cc(C(=O)N2CCOCC2)cc([N+](=O)[O-])c1 | -11 | / | -2.2 | -2 | / | -6 | -0.1 | 1
Cc1ccc(C(=O)NCCNC(=O)COc2ccc(Cl)cc2)cn1 | -8 | 3 | 2.5 | -11 | -1 | -5 | 0.0 | -11

Whole records, quoted from the list.
CC(C)C[C@H](NC(=O)[C@@H]1Cc2ccccc2CN1)C(=O)Nc1ccc(C(C)C)cc1 is listed as ERAP1 inh: -2; RAD54 branch: -2; F508del corr: 0.3; ARNT TACC3 PPI: 6; esBAF inh: -6; RAD52 anneal inh: -26; XiGFP reactiv: 0.3; GSIS activator: -14
CCOC(=O)c1sc(=NC(=O)c2ccc(Cl)s2)n(C)c1C is listed as ERAP1 inh: 2; RAD54 branch: /; F508del corr: 0.3; ARNT TACC3 PPI: -7; esBAF inh: /; RAD52 anneal inh: -3; XiGFP reactiv: 0.4; GSIS activator: -3
Cc1c(Cc2ccccc2)c(=O)oc2c(C)c(OCC(=O)NCC3CCC(C(=O)O)CC3)ccc12 (centres undefined) is listed as ERAP1 inh: -2; RAD54 branch: 0; F508del corr: -0.6; ARNT TACC3 PPI: -3; esBAF inh: -2; RAD52 anneal inh: -2; XiGFP reactiv: /; GSIS activator: 7

Returning to the listing with the 3 entries that preceded the break.
SMILES | ERAP1 inh | RAD54 branch | F508del corr | ARNT TACC3 PPI | esBAF inh | RAD52 anneal inh | XiGFP reactiv | GSIS activator
CC(C)C[C@H](NC(=O)[C@@H]1Cc2ccccc2CN1)C(=O)Nc1ccc(C(C)C)cc1 | -2 | -2 | 0.3 | 6 | -6 | -26 | 0.3 | -14
COC(=O)c1cc(C(=O)N2CCOCC2)cc([N+](=O)[O-])c1 | -11 | / | -2.2 | -2 | / | -6 | -0.1 | 1
Cc1ccc(C(=O)NCCNC(=O)COc2ccc(Cl)cc2)cn1 | -8 | 3 | 2.5 | -11 | -1 | -5 | 0.0 | -11
COc1cccc(/C=N/NC(=S)Nc2cccc(C(=O)O)c2)c1 | -9 | / | -1.7 | 6 | / | -4 | -0.1 | 5
CC(=O)NCCc1ccc(S(=O)(=O)N(C)C2CCS(=O)(=O)C2)cc1 (centres undefined) | / | 6 | / | -3 | 3 | / | / | 5
COc1ccc2[nH]c3c(c2c1)CCN1C(=O)C(CC(=O)NCC24CC5CC(CC(C5)C2)C4)C[C@H](C(=O)N2CCOCC2)[C@@]31CCC1CCCC1 (some centres undefined) | / | 9 | 7.0 | 0 | 29 | -30 | 0.2 | -14
CN(Cc1n[nH]c(=S)n1C)S(=O)(=O)c1ccccc1 | 1 | 9 | / | -11 | -1 | -3 | / | 7
Cc1oc(-c2ccccc2F)nc1CS(=O)CC(=O)NCc1ccc(Cl)cc1 (centres undefined) | 1 | / | -0.3 | -5 | / | -11 | 0.1 | -5
O=C(CN1C(=O)C2C3C=CC(C3)C2C1=O)NCc1ccccc1 (centres undefined) | / | 3 | / | -3 | -4 | / | / | -7
O=C(Sc1n[nH]c(=O)[nH]c1=O)c1ccccc1 | 27 | / | -2.6 | 23 | -4 | 2 | 1.1 | 8
CCOC(=O)N1CCN(S(=O)(=O)c2ccc3c4c(cccc24)C(=O)N3)CC1 | 0 | 1 | -0.6 | -11 | -4 | -7 | 0.1 | 42*
CN1C(=O)c2cc(NC(=O)C3CCCC3)ccc2OC[C@@H]2O[C@H](CC(=O)O)CC[C@H]21 | -1 | 3 | -2.0 | -13 | -5 | -8 | 0.1 | -2
CC(C)(C)NC(=O)CN(C(=O)C1(C)CC(=O)N=C2C=CC=CN21)C1CCCC1 (centres undefined) | / | 2 | / | -33 | 1 | / | / | 10
COc1ccc(NC(=O)N(C)C[C@H]2Oc3ccc(NS(=O)(=O)c4ccccc4)cc3C(=O)N([C@H](C)CO)C[C@H]2C)cc1 | 4 | 1 | 0.0 | -2 | 0 | 1 | -1.2 | 20
CC(C)Oc1ccccc1/C=N/n1nnnc1N | -1 | / | 2.1 | -6 | / | 2 | 0.2 | 29
CC(C)C1O/C(=N/C(=O)Nc2ccc(Cl)c(Cl)c2)NC1=O (centres undefined) | / | 8 | / | 29 | -5 | / | / | -38
CCCC#Cc1ccc([C@@H]2[C@@H](CO)N3CCCCN(Cc4cncnc4)C[C@H]23)cc1 | / | 9 | 1.6 | 5 | / | -4 | 0.0 | 9
COCC#Cc1cnc2c(c1)C(=O)N([C@H](C)CO)C[C@H](C)[C@@H](CN(C)Cc1ccc(-c3ccccc3)cc1)O2 | / | / | -1.4 | / | 4 | / | -1.2 | -10
CCN1CCN(C(=O)CSCc2nc(-c3ccc(OC)c(OC)c3)oc2C)CC1 | / | 12 | -3.0 | / | -7 | -15 | 0.3 | 4
CCN1CCN(c2nc(C)nc3c2sc(=S)n3C)CC1 | / | 15 | 1.7 | 1 | 2 | -8 | -0.1 | -1
C[C@H](CO)N1C[C@H](C)[C@@H](CN(C)S(=O)(=O)c2cn(C)cn2)Oc2ccc(NC(=O)Nc3ccc(C(F)(F)F)cc3)cc2C1=O | -3 | 2 | 0.5 | -9 | 2 | 3 | 0.2 | 5
CCOc1ccc(N(CC(=O)NCc2ccc(F)cc2)S(=O)(=O)c2c(C)noc2C)cc1 | / | 8 | 5.0 | -10 | 0 | -15 | -0.1 | 3
O=C(C=Cc1ccc(O)c(O)c1)NCC(=O)NC(Cc1ccccc1)C(=O)O (centres undefined) | -9 | / | 3.6 | / | / | -19 | 0.3 | 24
CC(=O)N[C@H]1CC[C@@H](CC(=O)NCc2ccc(Cl)cc2)O[C@@H]1CO | -5 | -17 | 1.3 | -11 | 4 | 5 | -0.3 | -2
CO[C@H]1CN(C)C(=O)c2ccc(NC(=O)C3CCC3)cc2OC[C@@H](C)N(Cc2ccccn2)C[C@@H]1C | 1 | 8 | -1.5 | 7 | 5 | -21 | 0.0 | 0
CCS(=O)(=O)N1[C@H](CO)[C@@H](c2ccccc2)C12CN(C(=O)c1ccccc1F)C2 | -3 | / | 1.1 | / | / | -2 | 0.1 | -7
C[C@H](CO)N1C[C@H](C)[C@@H](CN(C)C(=O)C2CC2)Oc2cc(C#Cc3ccccn3)ccc2S1(=O)=O | -2 | 1 | -0.2 | -9 | 4 | -15 | -0.7 | -5
O=C(C[C@@H]1CC[C@H](NC(=O)CCN2CCCCC2)[C@H](CO)O1)NCc1ccc(Cl)c(Cl)c1 | -5 | 0 | -1.5 | -5 | -6 | 1 | -0.2 | 9

Additional compounds follow.
SMILES | ERAP1 inh | RAD54 branch | F508del corr | ARNT TACC3 PPI | esBAF inh | RAD52 anneal inh | XiGFP reactiv | GSIS activator
CC(CC(=O)O)CC(=O)Nc1ccc(S(N)(=O)=O)cc1 (centres undefined) | -2 | -14 | / | 0 | 2 | 1 | / | -2
CCCCN(C=O)c1c(CC)nc2ccc(C(=O)NCCCn3ccnc3)cn12 | 2 | 10 | -2.3 | / | -2 | -1 | 0.0 | 15
Cc1noc(C)c1NC(=O)N[C@H]1C=C[C@@H](CC(=O)N2CCCCC2)O[C@H]1CO | -1 | 4 | 0.5 | -7 | 3 | -7 | 0.0 | 7
O=C(c1ccco1)N1N=C(c2cccs2)CC1c1ccco1 (centres undefined) | 5 | / | / | 0 | -6 | -4 | 0.2 | 15
Cn1ncc2c(O/N=C(\N)c3ccc(C(F)(F)F)cc3)ncnc21 | -4 | 2 | -3.9 | -2 | -11 | 1 | 0.2 | /
CCOC(=O)C(NC(C)=O)(OCc1ccc(F)cc1)C(F)(F)F (centres undefined) | / | -4 | / | -9 | -4 | / | / | 20
